TcdB GH inh = TcdB glycohydrolase inhibition; P18177; TcdB glycohydrolase enzymatic assay, plate reader; inhibition, % at 9.99 µM; AID 652162; 0.24% of 350,000 active; in the data active = inhibition above about 10%
An asterisk follows results filed as active. The list is partial; rates above refer to the full screens.

mol,TcdB GH inh
C/C=C/c1ccc([C@H]2[C@@H](CO)N3C(=O)CN(Cc4ccc(C)cc4)C[C@@H]23)cc1,-1.2
CCC(=O)N(C)C[C@H]1[C@@H](c2ccc(-c3ccc(F)cc3)cc2)[C@@H](CO)N1C(C)=O,-0.9
C[C@@H]1CN([C@H](C)CO)C(=O)Cc2cc(NC(=O)Nc3cccc4ccccc34)ccc2O[C@@H]1CN(C)Cc1ccc(C(=O)O)cc1,-6.0
Cc1noc(C)c1S(=O)(=O)Nc1ccc2c(c1)C(=O)N([C@@H](C)CO)C[C@@H](C)[C@@H](CN(C)Cc1ccc(C(F)(F)F)cc1)OCCCC[C@@H](C)O2,0.1
COc1ccc(CN(C)C[C@@H]2OCCCC[C@H](C)Oc3ccc(NC(=O)Nc4ccc5c(c4)OCO5)cc3C(=O)N([C@@H](C)CO)C[C@@H]2C)cc1,0.2
O=C(C[C@@H]1CC[C@H](NC(=O)Nc2ccc(C(F)(F)F)cc2)[C@@H](CO)O1)NCc1cccc(F)c1,0.1
CN1C(=O)c2cc(NC(=O)c3cnccn3)ccc2OC[C@@H]2O[C@H](CC(=O)N[C@H]3CCN(Cc4ccccc4)C3)CC[C@H]21,0.7
O=C(C1CCCC1)N1CCCCN2[C@H](C1)[C@H](c1ccc(-c3ccncc3)cc1)[C@@H]2CO,-1.0
CC(=O)N1[C@H](C(=O)NC2CCCCC2)[C@@H](CO)[C@@H]2Cn3c(cccc3=O)[C@@H]21,0.0
COC(=O)C[C@@H]1CC[C@@H](NC(=O)Nc2ccc(C(F)(F)F)cc2)[C@H](CO)O1,0.3
COc1ccc(-c2cn(CC[C@@H]3CC[C@@H](N)[C@H](CO)O3)nn2)cc1,0.6
CC(=O)N1[C@H](CNC(=O)C2CC2)[C@H](c2ccc(-c3cccc(F)c3)cc2)[C@@H]1CO,0.4
COc1ccc(NC(=O)N2CC[C@@H]3[C@@H](CO)N(C)c4ccc(-c5ccc(F)cc5)cc4[C@@H]32)cc1,0.5
CO[C@@H]1CN(C)C(=O)c2cc(NC(=O)c3cnccn3)ccc2OC[C@H](C)NC[C@@H]1C,-1.1
COC(=O)C[C@H]1CC[C@@H]2[C@H](COC[C@H](O)CN2S(=O)(=O)c2ccccc2C)O1,-1.8
C=CCNC(=O)[C@H]1[C@@H]2C(=O)O[C@@H](c3ccccc3)[C@@H](c3ccccc3)N2[C@@H](c2ccc(O)cc2)[C@]12C(=O)N(C(=O)OCCOC)c1ccc(C#CCC(C(=O)OC)C(=O)OC)cc12,0.7
CN1C(=O)c2cc(NC(=O)Nc3ccc(Cl)cc3)ccc2OC[C@H]2O[C@@H](CC(=O)O)CC[C@H]21,3.4
COCC#Cc1ccc2c(c1)O[C@@H](CN(C)Cc1ccccc1)[C@H](C)CN([C@@H](C)CO)S2(=O)=O,0.8
Cc1noc(C)c1NC(=O)N(C)C[C@H]1OCCCC[C@H](C)Oc2ccc(NC(=O)c3ccncc3)cc2C(=O)N([C@@H](C)CO)C[C@@H]1C,0.0
C[C@H](CO)N1C[C@H](C)[C@@H](CN(C)Cc2ccncc2)Oc2ncc(-c3cccc(F)c3)cc2C1=O,-0.2
C[C@H]1CN([C@@H](C)CO)C(=O)c2cc(-c3ccc(C(=O)N(C)C)cc3)cnc2O[C@H]1CN(C)C(=O)CN(C)C,0.9
COc1ccc(-c2ccc([C@H]3[C@H](C#N)N(C(=O)C4CCCC4)[C@H]3CO)cc2)cc1,1.4
CO[C@H]1CN(C)C(=O)c2cc(NC(=O)Nc3cc(F)ccc3F)ccc2OC[C@H](C)N(C(=O)c2ccccn2)C[C@@H]1C,-0.1
Cc1noc(C)c1NC(=O)Nc1ccc2c(c1)C(=O)N([C@H](C)CO)C[C@@H](C)[C@H](CN(C)Cc1ccc(Cl)c(Cl)c1)OCCCC[C@H](C)O2,0.4
COc1ccc(S(=O)(=O)N(C)C[C@H]2Oc3c(NS(C)(=O)=O)cccc3C(=O)N([C@@H](C)CO)C[C@H]2C)cc1,-0.8
C[C@@H]1CN([C@@H](C)CO)C(=O)c2cc(C3=CCCC3)cnc2O[C@H]1CN(C)C(=O)C1CCOCC1,-0.2
CO[C@@H]1CN(C)C(=O)c2ccc(NC(C)=O)cc2OC[C@H](C)N(CCc2ccccc2)C[C@H]1C,0.6
NCC[C@H]1CC[C@H](NC(=O)C2CC2)[C@H](CO)O1,-2.4
CO[C@@H]1CC[C@H]2CCOc3ccc(C#N)cc3C(=O)N(C)C[C@H](C)C(=O)N(C)C[C@H]1O2,-0.4
C[C@@H]1CN([C@@H](C)CO)C(=O)c2cc(NC(=O)Nc3ccc(F)cc3)ccc2O[C@@H](C)CCCCO[C@H]1CN(C)Cc1ccc(C(=O)O)cc1,-4.1
CN(C)CC(=O)Nc1ccc2c(c1)[C@H]1C[C@H](CC(=O)NCc3ccccn3)O[C@H](CO)[C@H]1O2,-0.5
C[C@@H]1CN([C@@H](C)CO)C(=O)c2cc(NC(=O)Cc3ccccc3)ccc2O[C@@H](C)CCCCO[C@@H]1CN(C)S(=O)(=O)c1ccc(Cl)cc1,-0.2
CCS(=O)(=O)NCC[C@@H]1CC[C@H](NC(=O)Cc2ccccn2)[C@@H](CO)O1,0.7
C[C@@H]1CN([C@H](C)CO)C(=O)Cc2cc(NC(=O)C3CC3)ccc2O[C@@H]1CN(C)S(=O)(=O)c1cn(C)cn1,-0.6
COc1cccc(CN2[C@H](CO)[C@@H](c3ccccc3)C23CN(C(=O)C2CCC2)C3)c1,0.2
C[C@H](CO)N1C[C@H](C)[C@@H](CN(C)Cc2cccc(C(=O)O)c2)Oc2ncc(/C=C/c3ccccc3)cc2C1=O,0.2
CNC(=O)C[C@@H]1CC[C@@H]2[C@@H](COc3ccc(NC(=O)C4CCCCC4)cc3C(=O)N2C)O1,-0.8
CCC(=O)N[C@H]1CC[C@@H](CCNS(=O)(=O)c2ccc(Cl)cc2)O[C@@H]1CO,-0.4
Cc1noc(C)c1C(=O)N(C)C[C@H]1OCc2ccccc2-c2c(n(C)c3ccccc23)C(=O)N([C@H](C)CO)C[C@@H]1C,0.7
CCCNC(=O)N1C[C@@H](O)COC[C@@H]2O[C@@H](CC(=O)N3CCN(C)CC3)CC[C@H]21,0.3
CO[C@H]1CN(C)C(=O)c2ccc(NS(C)(=O)=O)cc2OC[C@@H](C)N(Cc2cccnc2)C[C@@H]1C,-0.8
CCC(=O)N1[C@@H]2c3ccc(-c4ccccc4)c(=O)n3C[C@H]1[C@H](CO)[C@H]2C(=O)N(C)C,0.3
CC(=O)N1[C@@H](CO)[C@@H]2c3ccccc3N(S(=O)(=O)c3ccccc3)C[C@@H]21,0.3
CCCNC(=O)N(C)C[C@H]1Oc2ncc(-c3ccc(C(=O)N(C)C)cc3)cc2C(=O)N([C@H](C)CO)C[C@@H]1C,-7.1
CCCC#Cc1ccc2c(c1)O[C@@H](CN(C)C(=O)c1ccccn1)[C@H](C)CN([C@@H](C)CO)S2(=O)=O,1.0

2 entries drawn at random from the list so far:
mol,TcdB GH inh
CN(C)CC(=O)Nc1ccc2c(c1)[C@H]1C[C@H](CC(=O)NCc3ccccn3)O[C@H](CO)[C@H]1O2,-0.5
CCCC#Cc1ccc2c(c1)O[C@@H](CN(C)C(=O)c1ccccn1)[C@H](C)CN([C@@H](C)CO)S2(=O)=O,1.0

Returning to the listing; the seven compounds before the break are reprinted first.
mol,TcdB GH inh
Cc1noc(C)c1C(=O)N(C)C[C@H]1OCc2ccccc2-c2c(n(C)c3ccccc23)C(=O)N([C@H](C)CO)C[C@@H]1C,0.7
CCCNC(=O)N1C[C@@H](O)COC[C@@H]2O[C@@H](CC(=O)N3CCN(C)CC3)CC[C@H]21,0.3
CO[C@H]1CN(C)C(=O)c2ccc(NS(C)(=O)=O)cc2OC[C@@H](C)N(Cc2cccnc2)C[C@@H]1C,-0.8
CCC(=O)N1[C@@H]2c3ccc(-c4ccccc4)c(=O)n3C[C@H]1[C@H](CO)[C@H]2C(=O)N(C)C,0.3
CC(=O)N1[C@@H](CO)[C@@H]2c3ccccc3N(S(=O)(=O)c3ccccc3)C[C@@H]21,0.3
CCCNC(=O)N(C)C[C@H]1Oc2ncc(-c3ccc(C(=O)N(C)C)cc3)cc2C(=O)N([C@H](C)CO)C[C@@H]1C,-7.1
CCCC#Cc1ccc2c(c1)O[C@@H](CN(C)C(=O)c1ccccn1)[C@H](C)CN([C@@H](C)CO)S2(=O)=O,1.0
C[C@@H]1CN([C@@H](C)CO)C(=O)Cc2cc(NC(=O)Nc3ccc4c(c3)OCO4)ccc2O[C@@H]1CN(C)S(=O)(=O)c1ccccc1,1.1
Cc1ccc(S(=O)(=O)Nc2cccc3c2O[C@H](CN(C)Cc2ccccc2)[C@H](C)CN([C@@H](C)CO)C3=O)cc1,-0.4
C[C@H](CO)N1C[C@H](C)[C@@H](CN(C)C(=O)NC2CCCCC2)Oc2c(NC(=O)C3CCOCC3)cccc2C1=O,-0.6
CN1C(=O)c2cc(NC(=O)NC3CCCC3)ccc2OC[C@@H]2O[C@H](CC(=O)O)CC[C@H]21,0.9
O=C(CN1CCOCC1)N1CCCCN2[C@H](CO)[C@@H](c3ccc(/C=C/c4ccccc4)cc3)[C@H]2C1,2.4
O=C(Cc1ccccn1)NCC[C@@H]1CC[C@@H](NC(=O)Nc2ccccc2)[C@@H](CO)O1,-0.3
O=C(C1CCCC1)N1[C@H](CO)[C@@H]2c3ccccc3N(S(=O)(=O)c3ccccc3)C[C@@H]21,-1.4
C[C@H](O)C#Cc1ccc2c(c1)O[C@@H](CN(C)C(=O)c1ccncc1)[C@H](C)CN([C@@H](C)CO)S2(=O)=O,-1.3
COCC#Cc1cnc2c(c1)C(=O)N([C@H](C)CO)C[C@@H](C)[C@@H](CN(C)C(=O)NC1CCCC1)O2,-0.2
C[C@@H]1CCCCO[C@H](CN(C)Cc2ccncc2)[C@@H](C)CN([C@H](C)CO)C(=O)c2cc(NC(=O)c3ccccc3)ccc2O1,-1.9
COCC#Cc1cnc2c(c1)C(=O)N([C@@H](C)CO)C[C@H](C)[C@@H](CN(C)C(=O)CCN1CCCCC1)O2,0.2
COc1ccc(CN(C)C[C@H]2Oc3ccc(NS(=O)(=O)c4cccs4)cc3CC(=O)N([C@@H](C)CO)C[C@H]2C)cc1,-0.6
O=C(C[C@H]1CC[C@H](NC(=O)NC2CCCCC2)[C@H](CO)O1)NCc1ccccc1,0.4
C[C@H](CO)N1C[C@H](C)[C@H](CN(C)C(=O)[C@@H](Cc2ccccc2)N(C)C)OCc2ccccc2-c2ccccc2C1=O,2.1
Cc1noc(C)c1NC(=O)Nc1ccc2c(c1)C(=O)N([C@H](C)CO)C[C@H](C)[C@H](CN(C)CC1CCCCC1)O2,1.5
CN(C)C(=O)c1ccc(-c2ccc([C@@H]3[C@@H](CO)N4C(=O)CN(C(=O)C5CC5)C[C@H]34)cc2)cc1,0.9
O=C(C[C@@H]1CC[C@@H](NC(=O)c2cnccn2)[C@H](CO)O1)NCc1ccccc1F,-0.6
COc1cccc(S(=O)(=O)N[C@H]2C=C[C@@H](CC(=O)NCc3ccc(F)cc3)O[C@@H]2CO)c1,-0.9
CCC(=O)N1[C@H](CO)[C@@H](c2ccccc2-c2ccccc2)[C@@H]1C#N,1.2
CN1CCN(C(=O)C[C@@H]2CC[C@H](NS(=O)(=O)c3cccc(F)c3)[C@@H](CO)O2)CC1,0.0
O=C(Nc1ccc2c(c1)[C@@H]1C[C@H](CC(=O)N3CCc4ccccc4C3)O[C@@H](CO)[C@@H]1O2)C1CCC1,0.3
CN(C)C(=O)[C@@H]1[C@@H](CO)[C@@H]2Cn3c(ccc(C4=CCCCC4)c3=O)[C@@H]2N1CC1CC1,-1.3
CO[C@H](CN(C)Cc1cc(F)ccc1F)[C@@H](C)CN(C(=O)Nc1ccc(C(F)(F)F)cc1)[C@H](C)CO,1.2
O=C1CNC[C@@H]2[C@H](c3ccc(-c4ccccc4F)cc3)[C@@H](CO)N12,-0.4
C[C@H]1CN([C@@H](C)CO)C(=O)c2cc(-c3cccc(F)c3)cnc2O[C@@H]1CN(C)Cc1cncnc1,-2.0
C[C@@H]1CCCCO[C@H](CN(C)Cc2ccc3c(c2)OCO3)[C@@H](C)CN([C@@H](C)CO)C(=O)c2cc(NS(C)(=O)=O)ccc2O1,1.3
CC(C)NC(=O)N(C)C[C@@H]1OCCCC[C@@H](C)Oc2ccc(NC(=O)NC3CCCCC3)cc2C(=O)N([C@@H](C)CO)C[C@H]1C,0.0
C[C@H](CO)N1C[C@H](C)[C@H](CN(C)Cc2ccc(C(=O)Nc3ccccc3N)cc2)OCc2cn(nn2)CCCC1=O,-0.5
Cc1ccc(S(=O)(=O)NC[C@@H]2CC[C@H]3[C@H](CN3Cc3ccccc3C(=O)O)O2)cc1,0.7
COc1ccc2[nH]c3c(c2c1)CCN1C(=O)CC[C@H]31,-4.3
CCN1[C@@H]2c3ccc(-c4ccccc4F)c(=O)n3C[C@@H]2[C@@H](CO)[C@@H]1C(=O)NC1CCCC1,0.9
O=C(C[C@@H]1C=C[C@@H](NS(=O)(=O)c2ccccc2)[C@@H](CO)O1)NCc1ccncn1,-1.1
O=C(C[C@H]1C[C@@H]2c3cc(NS(=O)(=O)c4ccc(F)cc4)ccc3O[C@@H]2[C@@H](CO)O1)NC1CCCCC1,-0.2
Cc1noc(C)c1NC(=O)N(C)C[C@@H]1OCCCC[C@H](C)Oc2ccc(NC(=O)Nc3ccc(F)cc3)cc2C(=O)N([C@@H](C)CO)C[C@@H]1C,1.4
CS(=O)(=O)N1CCCCN2[C@@H](CO)[C@@H](c3ccc(C4=CCCC4)cc3)[C@@H]2C1,-0.1
COc1cccc(NC(=O)N2[C@@H](CO)[C@H](c3ccccc3)[C@@H]2CNCC(C)C)c1,-1.4
COCCNC(=O)C[C@H]1C[C@H]2c3cc(NC(=O)COC)ccc3O[C@H]2[C@@H](CO)O1,-0.5
C[C@@H]1CN([C@H](C)CO)C(=O)Cc2cc(NC(=O)Cc3cn(C)c4ccccc34)ccc2O[C@H]1CN(C)S(C)(=O)=O,-0.3
